Screening data (PubChem BioAssay)
3CLpro inhibitor – SARS-CoV 3CLpro protease inhibition; AID 1706; inhibition, % at 6 µM; P0C6X7; 290,000 compounds, 0.14% hits; recombinant SARS-CoV 3CLpro, quenched FRET peptide cleavage; in the data active = inhibition above about 12%
BH1578 lux ind – quorum light induction in luxS cqsA deficient V. cholerae | activation, % at 18.7 µM | V. cholerae BH1578 lux reporter, luminescence, 6 h | 350,000 compounds, 0.16% hits | AID 588436; in the data active = activation mostly above about 9.7%, no sharp cut-off; inconclusive = no clear call, values can overlap the other calls; inactive = mostly below about 3.7%; note: not every result past the cut was called active; inactives centre near 0; reference of the scale not given here
Yp Topo-I inh – blocks Yersinia pestis topoisomerase I activity; Y. pestis Topo-I cleavage product accumulation, plate reader; activity, % at 10 µM; 360,000 compounds, 0.064% hits; AID 504884; in the data active = activity above about 50%, passing the limit was not always enough; inconclusive = no clear call, values can overlap the other calls; note: inactives centre near 2
Anthrax LF prot – inhibitors of Bacillus anthracis lethal factor protease. 360,000 compounds, 0.12% hits. inhibition, % at 10 µM. AID 588501. multiplex microsphere protease cleavage assay, LF. P15917; note: plate controls were buffer without enzyme for full effect and enzyme alone for no effect
PfHsp40 yeast – compounds rescuing yeast from Plasmodium falciparum HSP40 toxicity | S. cerevisiae expressing PfHsp40, growth rescue, ATP luminescence | growth rescue, % at 12.5 µM | 340,000 compounds, 0.68% hits; in the data active = growth rescue above about 28%, passing the limit was not always enough; inconclusive = no clear call, values can overlap the other calls;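 note: yeast W303a lacking pdr1 and pdr3 grown in galactose medium; growth measured after three days at 30 °C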
BoNT-A LC inh2 – BoNT A light chain protease inhibition; 360,000 compounds, 0.17% hits; inhibition, % at 10 µM; multiplex microsphere protease substrate cleavage, flow cytometry; note: plate controls were buffer without enzyme for full effect and enzyme alone for no effect
SSB-PriA inh – blocks PriA binding to SSB C-terminal tail. AlphaScreen SSBct-PriA binding, biotinylated peptide. inhibition, % at 33 µM. 430,000 compounds, 0.6% hits; in the data active = inhibition mostly above about 37%, no sharp cut-off; inactive = mostly below about 20%;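 note: plate controls were negative control peptide for no effect and reference peptide for full effect; strong numbers were not always called active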
PrPC surface inh – reduces human prion protein on the cell surface; P04156; cell surface PrPC, TR-FRET read-out; inhibition, % at 13.8 µM; 370,000 compounds, 0.43% hits; AID 720596; in the data active = inhibition above about 24%; note: 0% = median of the test wells and 100% = reference compound wells
TcdB GH inh – blocks C. difficile toxin B glycohydrolase activity; P18177; TcdB glycohydrolase enzymatic assay, plate reader; inhibition, % at 9.99 µM; 350,000 compounds, 0.24% hits; in the data active = inhibition above about 10%
Target sequence (P18177 whole entry, looked up): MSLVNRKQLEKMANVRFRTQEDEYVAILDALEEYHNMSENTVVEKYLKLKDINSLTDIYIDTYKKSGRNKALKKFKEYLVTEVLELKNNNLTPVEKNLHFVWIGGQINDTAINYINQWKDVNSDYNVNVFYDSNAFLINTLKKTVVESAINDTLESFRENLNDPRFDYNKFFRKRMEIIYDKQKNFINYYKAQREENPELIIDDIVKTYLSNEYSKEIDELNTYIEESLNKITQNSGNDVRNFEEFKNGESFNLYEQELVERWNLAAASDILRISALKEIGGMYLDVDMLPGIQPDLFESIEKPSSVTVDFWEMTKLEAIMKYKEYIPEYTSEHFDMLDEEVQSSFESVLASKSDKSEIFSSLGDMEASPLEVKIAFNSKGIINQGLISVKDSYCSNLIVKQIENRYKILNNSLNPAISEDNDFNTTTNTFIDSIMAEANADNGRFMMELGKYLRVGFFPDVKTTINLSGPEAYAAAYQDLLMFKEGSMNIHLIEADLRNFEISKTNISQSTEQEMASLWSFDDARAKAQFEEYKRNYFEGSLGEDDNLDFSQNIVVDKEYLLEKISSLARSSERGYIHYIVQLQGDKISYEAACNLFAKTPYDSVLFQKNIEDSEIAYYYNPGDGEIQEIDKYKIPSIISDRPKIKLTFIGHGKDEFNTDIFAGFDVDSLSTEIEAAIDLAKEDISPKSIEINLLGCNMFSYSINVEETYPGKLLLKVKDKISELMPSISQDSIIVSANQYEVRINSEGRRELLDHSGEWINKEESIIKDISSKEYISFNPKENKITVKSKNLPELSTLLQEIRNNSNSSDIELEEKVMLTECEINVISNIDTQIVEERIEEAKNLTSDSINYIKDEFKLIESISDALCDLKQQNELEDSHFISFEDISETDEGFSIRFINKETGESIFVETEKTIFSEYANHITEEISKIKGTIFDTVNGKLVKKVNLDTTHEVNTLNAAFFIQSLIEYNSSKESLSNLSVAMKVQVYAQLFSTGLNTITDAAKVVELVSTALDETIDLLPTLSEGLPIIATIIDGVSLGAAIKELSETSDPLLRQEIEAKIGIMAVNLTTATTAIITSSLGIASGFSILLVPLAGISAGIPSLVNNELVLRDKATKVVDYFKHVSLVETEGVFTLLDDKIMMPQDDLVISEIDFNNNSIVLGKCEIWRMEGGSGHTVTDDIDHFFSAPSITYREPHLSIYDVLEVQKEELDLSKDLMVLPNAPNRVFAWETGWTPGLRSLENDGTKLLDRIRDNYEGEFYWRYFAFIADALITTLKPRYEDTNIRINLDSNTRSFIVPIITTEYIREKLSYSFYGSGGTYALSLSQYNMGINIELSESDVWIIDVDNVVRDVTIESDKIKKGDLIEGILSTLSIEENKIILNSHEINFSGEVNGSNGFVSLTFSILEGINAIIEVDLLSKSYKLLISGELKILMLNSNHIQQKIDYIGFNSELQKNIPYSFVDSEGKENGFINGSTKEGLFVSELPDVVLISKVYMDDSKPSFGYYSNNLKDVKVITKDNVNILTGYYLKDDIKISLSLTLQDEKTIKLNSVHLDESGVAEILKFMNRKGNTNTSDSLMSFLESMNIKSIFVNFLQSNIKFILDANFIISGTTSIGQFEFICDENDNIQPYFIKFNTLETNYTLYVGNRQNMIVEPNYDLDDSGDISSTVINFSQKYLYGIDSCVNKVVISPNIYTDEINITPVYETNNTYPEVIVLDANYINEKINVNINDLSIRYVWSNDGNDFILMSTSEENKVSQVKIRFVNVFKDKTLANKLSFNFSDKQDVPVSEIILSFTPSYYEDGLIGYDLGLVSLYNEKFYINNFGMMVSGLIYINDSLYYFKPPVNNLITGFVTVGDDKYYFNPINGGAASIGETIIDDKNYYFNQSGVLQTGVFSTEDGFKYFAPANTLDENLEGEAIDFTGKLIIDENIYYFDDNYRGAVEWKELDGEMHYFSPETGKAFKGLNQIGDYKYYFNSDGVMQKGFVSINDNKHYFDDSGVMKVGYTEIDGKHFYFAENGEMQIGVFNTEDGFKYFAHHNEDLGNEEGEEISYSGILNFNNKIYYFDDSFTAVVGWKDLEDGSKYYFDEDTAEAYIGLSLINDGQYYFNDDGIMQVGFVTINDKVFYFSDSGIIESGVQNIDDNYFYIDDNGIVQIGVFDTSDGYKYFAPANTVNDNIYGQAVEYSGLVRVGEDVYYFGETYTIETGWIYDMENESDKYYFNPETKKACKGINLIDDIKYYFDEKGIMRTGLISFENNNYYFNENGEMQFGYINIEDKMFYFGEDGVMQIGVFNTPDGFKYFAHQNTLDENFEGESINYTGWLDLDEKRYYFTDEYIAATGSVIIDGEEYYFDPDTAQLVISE
The depositor's hits bear a star; i = inactive; ? = inconclusive; / = not tested or not shown; & = joins results of further samples. Cut-off read from the data, not from the text of the source, unless noted: active = inhibition above about 30%; inconclusive = no clear call, values can overlap the other calls; inactive = below that.

Values run as follows: 3CLpro inhibitor, BH1578 lux ind, Yp Topo-I inh, Anthrax LF prot, PfHsp40 yeast, BoNT-A LC inh2, SSB-PriA inh, PrPC surface inh, TcdB GH inh
O=C(COC(=O)c1ccc([N+](=O)[O-])s1)NCc1ccc(F)cc1
  -1, -0.1, 3, -2, 0.8, -2.9, 4, -23, /
COc1ccc(C)cc1NC(=O)CSc1nnc2ccc(-c3ccncc3)nn12
  /, -0.3, -9, 0, -0.6, -0.4, -9&-12, -33, 2.0
OCCNc1nc(N2CCCCC2)nc2ccccc12
  3, i, -3, 20, -0.9, 2.7, -2, 3, 0.9
C/C(=N\O)C(=O)NCCN(C)C
  0, i, -12, 0, -1.1, 0.2, /, 3, /
Cc1ccc(-n2nc(C(=O)O)c(O)cc2=O)cc1
  -1, 0.4, -3, 2, 0.0, -0.3, -2, -4, 2.5
Cc1ccc(N(C(=O)c2csnn2)C(C(=O)NC(C)(C)C)c2cccnc2)cc1 (stereo unspecified)
  -4, i, -1, -5, -0.2, -0.3, -8, -1, -0.3
COc1ccc(O)c(CN2CCCC(N3CCc4ccccc4C3)C2)c1 (stereo unspecified)
  7, -0.1, -1, 9, 2.6, 4.1, 0, 1, -0.5
COc1ccc(NC(=S)N(CCc2nc3cc(C)c(C)cc3[nH]2)Cc2cccnc2)cc1
  2, -1.7, -11, -3, 0.6, 0.4, 13, -4, /
Cc1cc(=O)[nH]c(SCC(N)=O)c1C#N
  1, i, -8, 3, -1.1, -0.9, -11, 4, /
Cc1nonc1NCn1nnc2ccccc21
  1, -0.8, 1, -2, -1.9, -0.5, -10, -1, /
COc1ccccc1N1CCN(C(=O)c2ccc(S(=O)(=O)N3CCCCCC3)cc2)CC1
  0, -0.2, 27, -2, 0.4, -0.6, 6, 0, /
NNc1nc2sc3c(c2c(=O)[nH]1)CCc1ccccc1-3
  2, -2.5, -2, -4, -0.8, -1.1, 23, 2, -1.4
CC(C)OC(=O)C1C2C=CC3(CN(CC4CCCO4)C(=O)C13)O2 (stereo unspecified)
  1, 21*, 11, -3, -0.7, 0.1, -12, 2, /
COn1c(=O)c(-c2cccc(Br)c2)[n+]([O-])c2ccccc21
  1, i, -1, 18, -0.2, 2.9, 13, -15, 1.2
COc1cc(NC(=O)c2cc(-c3ccc(C)cc3)on2)cc(OC)c1OC
  7, -0.4, -12, -5, -1.6, -2.8, 0, -3, 2.4

Next structures follow:
Values run as follows: 3CLpro inhibitor, BH1578 lux ind, Yp Topo-I inh, Anthrax LF prot, PfHsp40 yeast, BoNT-A LC inh2, SSB-PriA inh, PrPC surface inh, TcdB GH inh
CCOC(=O)[C@]12CCC=C1N(Cc1ccc(Cl)cc1Cl)C(=O)[C@H](CC(=O)NCc1ccc(OC)c(OC)c1)C2
  /, /, /, 2, /, -0.7, /, 11, 0.6
Cc1c(NC(=O)c2ccc(Br)o2)cccc1C(=O)O
  3, 1.0, 14, -1, 4.3, -0.7, 0, 0, 2.1
O=C(NCc1ccccn1)C(=O)NN=C1CCCCCCCCCCC1
  -3, -0.7, 8, -1, 24, -0.8, -9, -5, -4.3
CCCc1nnc(SCC(=O)Nc2ccccc2F)o1
  -3, -0.7, 1, -2, 0.1, -0.4, -20, 1, 2.1
CN1CCN(c2nc(-c3ccc(Br)cc3)nnc2-c2ccccc2)CC1
  3, i, 5, 5, -0.4, 1.9, 25, -14, /
COc1ccc(CN(CCO)CCO)cc1[N+](=O)[O-]
  3, -0.1, 0, 0, 0.9, 0.8, -7, -3, 1.1
O=C(c1cc([N+](=O)[O-])ccc1N1CCCCC1)N1CCCCC1
  0, -1.0, 3, 1, 0.6, -0.1, -5, -14, /
CCOc1ccccc1N1CCN(C(=O)Nc2cccc(Cl)c2)CC1
  3, 1.7, 21, 6, 5.5, 0.8, 3, -1, /
O=C(CCc1nnc(CCCCc2ccccc2)o1)NCc1cc(F)ccc1F
  0, i, 27, -2, 1.2, -0.4, -8, 5, 1.4
CC(=O)c1cccc(NC(=O)/C(=C\c2cccnc2)NC(=O)c2ccc(C)cc2)c1
  2, i, 2, -17, 0.2, 0.0, -14, -2, -0.1
CC(=O)c1cccc(-c2ccnc3c2CC(C(=O)NCc2ccc(N4CCN(C)CC4)cc2)O3)c1 (stereo unspecified)
  /, i, -1, 2, /, -0.7, /, 0, 2.2
Cn1c(=O)c2c(nc(OC3CCCC3)n2C)n(C)c1=O
  /, -2.2, 7, -11, 1.1, -0.2, -6, 1, 0.8
CCCCOc1ccc(-c2nnn(CC(=O)NCCc3c[nH]c4ccccc34)n2)cc1
  -4, -0.2, 8, -3, 0.5, ?, -7, 15, /
Brc1ccc(OCc2cn3ccccc3n2)cc1
  0, -0.3, 9, -2, 0.0, -0.6, -5, -2, 1.9
CC(C)(C)NS(=O)(=O)c1ccc(NS(C)(=O)=O)cc1
  3, -0.2, -3, -1, -0.1, ?, -9, 3, 0.0

Going on with the list.
Values run as follows: 3CLpro inhibitor, BH1578 lux ind, Yp Topo-I inh, Anthrax LF prot, PfHsp40 yeast, BoNT-A LC inh2, SSB-PriA inh, PrPC surface inh, TcdB GH inh
COc1cc2oc(=O)cc(CN3CCCCC3)c2cc1Cl
  /, /, /, -2, /, -0.8, /, 3, 0.0
Nc1ccc(S(=O)(=O)NN=CC=Cc2ccccc2[N+](=O)[O-])cc1
  /, /, 0, 4, -0.4, 0.6, -2, 5, -1.2
Cc1ccc(COn2nnc3ccc(S(=O)(=O)N4CCOCC4)cc32)cc1
  /, -2.0, 5, -2, -1.0, -1.8, -8, 8, 1.2
COc1ccc(-c2nnc(N)s2)cc1OC
  /, i, 3, -4, -0.1, -0.7, 4&2, -8, 1.4
O=C(COC(=O)C1CCC(=O)N1)Nc1ccccc1Br (stereo unspecified)
  -4, i, -14, 2, 0.0, 0.4, 2, -9, -3.9
CCC(CC)C(=O)N(C)c1c(C)nc2c(OCc3ccc(Cl)cc3)cccn12
  /, -3.0, -7, -4, /, -0.3, /, 9, 1.1
Cc1cc(C)c(S(=O)(=O)N(C)CC(=O)NCCCn2ccnc2)c(C)c1
  -3, -0.5, 6, -4, -0.6, -0.9, 6, -2, 1.0
CCO[C@H]1OC(C(=O)NCc2nc3ccccc3[nH]2)=C[C@@H](c2ccc(Br)cc2)[C@@H]1CCCO
  /, -2.9, 1, 8, -0.1, 0.1, 1, 14, /
Cc1cc(C)n(-c2nnc(C)n2/N=C/c2ccccc2O)n1
  -3, -0.3, 3, -2, -1.0, -1.4, /, -5, /
CN(CC(=O)NCCc1ccccc1)S(=O)(=O)c1cnc[nH]1
  3, -1.1, 2, -1, 0.6, 0.1, 13, 1, /
CCOC(=O)Cn1c(CN2CCc3ccccc3C2)nc2c1c(=O)n(C)c(=O)n2C
  -1, -0.2, 3, 4, 1.1, -0.6, 6, 8, 0.7
OCCN1CCN(c2ncnc3sc4c(c23)CCCC4)CC1
  -4, -0.8, 9, -6, 0.1, 0.9, -8, 8, 0.0
N#Cc1c(-c2ccccc2F)cc(C2CC2)nc1SCC(=O)c1cccs1
  0, 0.0, -6, 2, -0.5, 8.4, -6, 6, /
Cc1ccc(C(=O)N2CC(=O)Nc3ccccc32)o1
  5, -0.5, -7, -5, -1.1, -1.8, -13, -2, /
O=C(CN1C(=O)C2CCCCC2C1=O)Nc1cccc([N+](=O)[O-])c1 (stereo unspecified)
  /, -14, -1, -2, 0.3, -0.7, -7, -15, -1.2

(further entries)
Values run as follows: 3CLpro inhibitor, BH1578 lux ind, Yp Topo-I inh, Anthrax LF prot, PfHsp40 yeast, BoNT-A LC inh2, SSB-PriA inh, PrPC surface inh, TcdB GH inh
CC(=O)N1CCN(C(=O)c2cc(S(=O)(=O)N3CCCCC3)ccc2Cl)CC1
  /, -1.4, 8, -2, -0.4, -1.2, -6, -3, 2.7
Cc1ccc(CSc2ncnc3onc(C)c23)cc1
  4, -0.7, 5, -2, 70*, ?, -10, 2, 1.1
c1ccc(CN2CCC(=NNc3nc4ccccc4[nH]3)CC2)cc1
  1, -0.3, 4, -15, 4.6, -0.2, 12, 6, 0.2
COc1ccc(/C(N)=N/O)cc1O
  0, -0.1, 8, 0, -2.0, -0.4, /, -4, 1.0
O=C(NC1CCCC1)c1cccc(Cl)c1
  0, -0.5, 0, -2, -0.4, -0.9, 0, -1, 1.4
CCCCc1nnc2c(N(C)S(=O)(=O)c3ccccc3)nc3ccccc3n12
  -1, -0.4, 6, -4, 0.5, 0.4, 6, 8, 0.9
CCCC(=O)n1nc(-c2cccnc2)nc1NCc1ccc(OC)cc1
  5, 0.0, 23, -6, 2.0, -0.8, -8, 0, -0.6
COc1ccc(-n2c(-c3ccco3)nc3c(cnn3-c3ccc(C)cc3)c2=O)cc1
  2, -0.1, 5, -7, 0.1, -2.1, -11, 4, -0.4
Cn1c(CC(=O)Nc2ccccc2)nnc1SCCOc1ccccc1
  -4, i, 9, -2, -0.4, -0.3, -6, -4, /
N[C@H]1C(O)O[C@H](CO)[C@@H](O)[C@@H]1O (stereo partly specified)
  /, i, 3, -11, -1.8, -1.7, -9, 2, 0.7
C[C@@H]1CN([C@@H](C)CO)C(=O)c2cc(NS(=O)(=O)c3ccc(Cl)cc3)ccc2O[C@H]1CN(C)Cc1ccncc1
  /, i, 8, -3, -1.6, -0.2, 0, 2, -0.6&-0.6
O=C1NC[C@@H](Cc2cccc3ccccc23)N(CCc2cc(C(F)(F)F)cc(C(F)(F)F)c2)C1=O
  /, i, 15, -4, 44*, -0.1, -7, -7, 0.4
CCSc1ncnc2c1oc1ccccc12
  -1, i, -1, -15, 0.4, 7.1, -38, -4, /
Cc1ccc(C(=O)O)c(C(=O)Nc2nc3ccccc3s2)c1
  -6, i, 14, -7, 1.6, -1.1, -6, 10, 1.9
Cc1ccc(NC(=O)c2c(-c3ccccc3Cl)noc2C)nc1
  3, 6.5, 7, -5, -1.8, 3.2, -12, 0, 1.2

6 entries from above, with tabs:
Structure	3CLpro inhibitor	BH1578 lux ind	Yp Topo-I inh	Anthrax LF prot	PfHsp40 yeast	BoNT-A LC inh2	SSB-PriA inh	PrPC surface inh	TcdB GH inh
Cc1cc(=O)[nH]c(SCC(N)=O)c1C#N	1	i	-8	3	-1.1	-0.9	-11	4	/
N[C@H]1C(O)O[C@H](CO)[C@@H](O)[C@@H]1O (stereo partly specified)	/	i	3	-11	-1.8	-1.7	-9	2	0.7
CCOc1ccccc1N1CCN(C(=O)Nc2cccc(Cl)c2)CC1	3	1.7	21	6	5.5	0.8	3	-1	/
Cc1ccc(NC(=O)c2c(-c3ccccc3Cl)noc2C)nc1	3	6.5	7	-5	-1.8	3.2	-12	0	1.2
O=C1NC[C@@H](Cc2cccc3ccccc23)N(CCc2cc(C(F)(F)F)cc(C(F)(F)F)c2)C1=O	/	i	15	-4	44*	-0.1	-7	-7	0.4
CCOC(=O)[C@]12CCC=C1N(Cc1ccc(Cl)cc1Cl)C(=O)[C@H](CC(=O)NCc1ccc(OC)c(OC)c1)C2	/	/	/	2	/	-0.7	/	11	0.6

An excerpt; the hit share may differ from the screen's.
